Source: PubChem BioAssay (several laboratories)
Scp1 inh: Scp-1 (human) phosphatase inhibition. Q9GZU7. 340,000 compounds, 0.88% hits. inhibition, % at 20 µM. Recombinant Scp1, phosphopeptide, malachite green phosphate absorbance. AID 493091;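 active means inhibition above about 50% at 20 µM, limit read from the data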;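 further: plate controls were DMSO wells with enzyme for no effect and wells lacking enzyme for full effect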
Target sequence (Q9GZU7 76-261 limits assumed): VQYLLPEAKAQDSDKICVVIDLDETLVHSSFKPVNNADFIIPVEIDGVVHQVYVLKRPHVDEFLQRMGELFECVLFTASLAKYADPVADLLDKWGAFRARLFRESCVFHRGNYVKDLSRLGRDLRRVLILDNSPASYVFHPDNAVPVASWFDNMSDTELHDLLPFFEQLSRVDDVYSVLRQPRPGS
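Material: truncated SCP-1 phosphatase (76-261aa) / Buffer or medium: 50 mM Tris acetate pH 5.5, 0.005% Tween-20, 10 mM MgCl2 / Compound dosing: one concentration, 20 µM, with 1.0% DMSO / Incubation: 45 min room-temperature reaction, 5 min colour, 30 min stabiliser / Detection: colorimetric free-phosphate detection, absorbance 630 nm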
LMPTP inh: blocks human LMPTP phosphatase. recombinant LMPTP-A, OMFP fluorogenic substrate, fluorescence intensity. inhibition, % at 20 µM. 360,000 compounds, 0.22% hits. AID 651560;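 active means compounds that cut the enzyme signal by at least half of the control window in the single-dose screen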;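 further: plate controls were DMSO wells with enzyme plus substrate for no effect and substrate without enzyme for full effect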
Target sequence (P24666 whole entry, looked up): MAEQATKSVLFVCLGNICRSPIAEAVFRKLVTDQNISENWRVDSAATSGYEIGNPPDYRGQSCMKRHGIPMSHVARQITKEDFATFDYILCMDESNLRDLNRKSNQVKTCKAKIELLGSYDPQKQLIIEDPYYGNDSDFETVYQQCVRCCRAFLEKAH
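Test system – LMPTP-A enzyme · Amount – LMPTP-A at 0.625 nM final in the reaction · Buffer or medium – Bis-Tris pH 6.0, DTT, detergent · Reagent – OMFP 400 µM · Doses – single 20 µM dose · Schedule – reaction 50 min, room temperature, dark · Detection – fluorescence intensity of OMFP turnover product · Evaluation – percent inhibition versus substrate-only and uninhibited controls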
CSN inh: CSN deneddylation inhibition; Purified CSN, SCF-Nedd8-OG deneddylation, fluorescence polarization; inhibition, % at 12.5 µM; 360,000 compounds, 0.38% hits;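 active means pattern-corrected inhibition above about 35%, with an unprinted fluorescence ratio check between 0.5 and 1.5, limit read from the data, passing the limit was not always enough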;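 further: 0% = enzyme with substrate and 100% = substrate without enzyme; some results filed as inactive read as strong as hits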
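Assay system: HEK293T-derived human Csn5 enzyme; quantity: 0.24 nM enzyme; medium: Tris/NaCl/DTT buffer, pH 7.5; also added: substrate SCFSkp2-Nedd8OG, 10 nM; doses: 12.5 µM compound; schedule: 90 min reaction at room temperature; signal: FP; read-out: % inhibition of substrate cleavage by Csn5; benchmarks: substrate-only high control, full reaction low control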
DNMT1 inh: DNMT1 (human) enzyme inhibition. DNMT1 molecular beacon, Hinp1I cleavage, fluorescence. inhibition (reported as % activation of signal), % at 10 µM. 360,000 compounds, 0.83% hits; in the data active means inhibition above about 50%
MsrA inh: bovine MsrA inhibition | purified bovine MsrA, absorbance read-out | inhibition, % at 15.5 µM | 360,000 compounds, 0.75% hits | AID 651718; in the data active means inhibition above about 4.5%;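 further: 0% = vehicle wells with enzyme and 100% = reference inhibitor wells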
SUMO1 PPI mod: SUMO1-SIM interaction modulation; SUMO1 binding to a labelled peptide, TR-FRET, 1 h; inhibition, % at 20 µM; 360,000 compounds, 0.33% hits; in the data active means inhibition above about 37%
Target sequence (P63165 whole entry, looked up): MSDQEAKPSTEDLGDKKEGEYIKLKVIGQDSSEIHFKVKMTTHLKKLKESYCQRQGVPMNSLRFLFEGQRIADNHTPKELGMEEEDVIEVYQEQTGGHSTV
TbMetRS inhib: blocks T. brucei methionyl-tRNA synthetase activity | purified T. brucei MetRS, ATP depletion, Kinase-Glo luminescence | inhibition, % at 11.9 µM | 360,000 compounds, 0.4% hits;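 active means inhibition above a per-plate cutoff of the control wells' mean inhibition plus 3 SD, cut at about 5.5% in these data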;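 further: 0% = DMSO wells median and 100% = median of wells with control inhibitor compound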
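Material: parasite MetRS enzyme / Replication: singlicate, one well per compound / Signal: luminescence of leftover ATP / Schedule: 2 h aminoacylation at 25 °C after 15 min preincubation / Medium: HEPES-MgCl2-KCl buffer plus DTT, spermine, BSA, pyrophosphatase / Doses: 11.9 µM single point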
NadD block: blocks S. aureus nicotinate mononucleotide adenylyltransferase. inhibition, % at 20 µM. purified NadD enzyme, colorimetric absorbance read-out. 360,000 compounds, 0.78% hits; in the data active means inhibition above about 26%; further: some compounds past the cut are filed as inactive
Rpn11 inh: Rpn11 (human) deubiquitinase inhibition; calls only at 20 µM; human 26S proteasome, Ub4-pepOG fluorescence polarization; 20S core pre-blocked with epoxomicin; 360,000 compounds, 0.59% hits;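 active means inhibition at 20 µM, scaled to each plate's controls, above about 33%, limit read from the data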
STEP block: blocks human striatal-enriched tyrosine phosphatase; P54829; recombinant STEP, OMFP fluorogenic substrate, fluorescence; inhibition, % at 20 µM; 360,000 compounds, 0.25% hits; AID 588621;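 active means inhibition at 20 µM, scaled per plate between control wells, above about 37%, limit read from the data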;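 further: 0% = DMSO with enzyme and substrate and 100% = substrate only without enzyme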
Target sequence (P54829 whole entry, looked up): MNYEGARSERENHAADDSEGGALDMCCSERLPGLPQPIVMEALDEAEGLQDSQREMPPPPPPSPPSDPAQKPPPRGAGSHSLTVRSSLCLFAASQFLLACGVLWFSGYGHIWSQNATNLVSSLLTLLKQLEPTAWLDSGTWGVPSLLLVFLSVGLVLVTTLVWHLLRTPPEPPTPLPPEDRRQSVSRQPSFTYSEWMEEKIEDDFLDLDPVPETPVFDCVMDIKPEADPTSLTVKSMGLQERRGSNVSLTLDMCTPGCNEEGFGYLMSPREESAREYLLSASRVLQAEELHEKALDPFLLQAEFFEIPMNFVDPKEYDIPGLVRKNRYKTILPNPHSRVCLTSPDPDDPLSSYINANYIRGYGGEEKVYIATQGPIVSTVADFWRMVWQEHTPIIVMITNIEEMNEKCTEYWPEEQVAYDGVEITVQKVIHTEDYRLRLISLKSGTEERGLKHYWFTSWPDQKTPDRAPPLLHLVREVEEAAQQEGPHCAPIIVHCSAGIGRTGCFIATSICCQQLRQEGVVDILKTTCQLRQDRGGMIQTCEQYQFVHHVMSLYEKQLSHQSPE
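material = STEP tyrosine phosphatase | reagent = fluorogenic phosphatase substrate OMFP at 25 µM final | doses = single compound dose of 20 µM, 1% DMSO final | schedule = 20 min reaction, room temperature, in the dark | measured by = fluorescence, 480/540 nm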
* hit, by the source's call.

How did Cc1nn(Cc2ccc(C(=O)N3CCCC3)o2)c(C)c1[N+](=O)[O-] do in these assays?
Scp1 inh: 0; LMPTP inh: -0.1; CSN inh: -1; DNMT1 inh: 2; MsrA inh: 0.2; SUMO1 PPI mod: 7; TbMetRS inhib: -0.4; NadD block: 1; Rpn11 inh: inactive; STEP block: -2

Results for Nc1sc2c(c1C(=O)NC1CC1)CCCC2 ?
Scp1 inh: -4; LMPTP inh: 2.0; CSN inh: 7; DNMT1 inh: -8; MsrA inh: 1.4; SUMO1 PPI mod: 3; TbMetRS inhib: -0.3; NadD block: 7; Rpn11 inh: inactive; STEP block: 8

What do the screens show for `C[C@H](CO)N1C[C@H](C)[C@@H](CN(C)Cc2cccc(C(F)(F)F)c2)OCc2cnnn2CCCC1=O`?
LMPTP inh: -2.0; CSN inh: 3; DNMT1 inh: 2; MsrA inh: -1.4; SUMO1 PPI mod: 3; TbMetRS inhib: 1.0; NadD block: 1; Rpn11 inh: inactive; STEP block: -2

What do the screens show for `Cc1ccc2nc(SCc3nnc(-c4cccs4)o3)[nH]c2c1`?
Scp1 inh: 2; LMPTP inh: -1.2; CSN inh: 2; DNMT1 inh: 0; MsrA inh: 0.2; SUMO1 PPI mod: 5; TbMetRS inhib: 0.2; NadD block: -3; Rpn11 inh: inactive; STEP block: 0

Results for CCN1CCN(CCCN(Cc2cccs2)C(=S)Nc2ccccc2C)CC1 ?
Scp1 inh: -7; LMPTP inh: 0.2; CSN inh: 0; DNMT1 inh: 1; MsrA inh: 0.3; SUMO1 PPI mod: -2; TbMetRS inhib: 0.0; NadD block: -5; Rpn11 inh: inactive; STEP block: 16

How did CN1CCN(C(=O)/C(=C/c2ccccc2Cl)NC(=O)c2ccccc2)CC1 do in these assays?
Scp1 inh: -7; LMPTP inh: -2.0; CSN inh: -3; DNMT1 inh: -2; MsrA inh: 1.1; SUMO1 PPI mod: -5; TbMetRS inhib: -0.2; NadD block: 10; Rpn11 inh: inactive; STEP block: -1

How did COC1(OC)N=C(N)C2(C#N)C(c3ccc4c(c3)OCO4)C12C#N (configuration not stated) do in these assays?
Scp1 inh: 1; LMPTP inh: -3.0; CSN inh: -4; DNMT1 inh: 0; MsrA inh: 0.0; SUMO1 PPI mod: 3; TbMetRS inhib: -0.9; NadD block: -4; Rpn11 inh: inactive; STEP block: 1

What do the screens show for `CS(=O)(=O)N1CCC(C(=O)N2CCN(c3ccc(F)cc3)CC2)CC1`?
Scp1 inh: -14; LMPTP inh: -2.7; CSN inh: -5; DNMT1 inh: 0; MsrA inh: 0.2; SUMO1 PPI mod: 4; TbMetRS inhib: -0.4; NadD block: -3; Rpn11 inh: inactive; STEP block: -1

How did CC1CN(S(=O)(=O)c2cccc3nsnc23)CC(C)O1 (configuration not stated) do in these assays?
Scp1 inh: 0; LMPTP inh: -0.7; CSN inh: -1; DNMT1 inh: -1; MsrA inh: 0.1; SUMO1 PPI mod: -21; TbMetRS inhib: -0.5; NadD block: -4; Rpn11 inh: inactive; STEP block: 0

How did CCCCOc1ccc(NC(=O)c2cnc(C)cn2)cc1 do in these assays?
Scp1 inh: -11; LMPTP inh: 0.6; CSN inh: 4; DNMT1 inh: 5; MsrA inh: -1.7; SUMO1 PPI mod: 0; TbMetRS inhib: 0.0; NadD block: -4; Rpn11 inh: inactive; STEP block: 30

How did O=C(NCCCCc1ccccc1)C1CC(c2cccc(F)c2)=NO1 (configuration not stated) do in these assays?
Scp1 inh: -6; LMPTP inh: -0.8; CSN inh: 3; DNMT1 inh: -1; MsrA inh: -0.9; SUMO1 PPI mod: 1; TbMetRS inhib: -0.1; NadD block: -9; Rpn11 inh: inactive; STEP block: 3

Results for COc1ccc(CC(=S)NCCc2ccccc2)cc1 ?
Scp1 inh: -15; LMPTP inh: -0.8; CSN inh: 0; DNMT1 inh: -4; MsrA inh: 0.4; SUMO1 PPI mod: 2; TbMetRS inhib: 0.3; NadD block: -1; Rpn11 inh: inactive; STEP block: 6

Results for CCN1C(=O)c2cccc3c(NC(=O)C4CCCCC4)ccc1c23 ?
Scp1 inh: -10; LMPTP inh: -0.8; CSN inh: -2; DNMT1 inh: -2; MsrA inh: 0.1; SUMO1 PPI mod: -29; TbMetRS inhib: 0.0; NadD block: 4; Rpn11 inh: inactive; STEP block: -4

How did CCc1nc2ccc(C(=O)NCCCn3ccnc3)cn2c1N(C)C(=O)c1cccc(OC)c1 do in these assays?
LMPTP inh: -3.5; CSN inh: 3; DNMT1 inh: 1; MsrA inh: 1.4; SUMO1 PPI mod: 1; TbMetRS inhib: -0.2; NadD block: 3; Rpn11 inh: inactive; STEP block: -3

Results for CCC(C)(C)NC(=O)CN(C(=O)CCC(=O)Nc1ccccn1)c1ccc(F)c(Cl)c1 ?
Scp1 inh: -5; LMPTP inh: -0.7; CSN inh: -1; DNMT1 inh: 6; MsrA inh: -1.9; SUMO1 PPI mod: -2; TbMetRS inhib: -0.2; NadD block: -1; Rpn11 inh: inactive; STEP block: 1

How did O=C(O)Cn1c(-c2ccccc2)nc2ccccc21 do in these assays?
Scp1 inh: -4; LMPTP inh: -3.1; CSN inh: 1; DNMT1 inh: 6; MsrA inh: -0.1; SUMO1 PPI mod: 0; TbMetRS inhib: -1.3; NadD block: 3; Rpn11 inh: inactive; STEP block: 0

Results for COc1cccc(CN(C)C(=O)c2ccccc2Sc2ccccc2C#N)c1OC ?
Scp1 inh: -8; LMPTP inh: 0.9; CSN inh: 4; DNMT1 inh: -2; MsrA inh: -0.4; SUMO1 PPI mod: -2; TbMetRS inhib: 1.1; NadD block: -5; Rpn11 inh: inactive; STEP block: 0

What do the screens show for `O=Cc1ccc(-c2ccc(C(=O)O)cc2)o1`?
Scp1 inh: 11; LMPTP inh: -1.1; CSN inh: -1; DNMT1 inh: 5; MsrA inh: 7.2*; SUMO1 PPI mod: -17; TbMetRS inhib: -0.1; NadD block: -3; Rpn11 inh: inactive; STEP block: -3

How did Nc1ccc(C(=O)OCC(=O)Nc2ccc3c(c2)OCO3)cc1[N+](=O)[O-] do in these assays?
Scp1 inh: -8; LMPTP inh: -1.0; CSN inh: -11; DNMT1 inh: -17; MsrA inh: -0.2; SUMO1 PPI mod: -7; TbMetRS inhib: -0.3; NadD block: -3; Rpn11 inh: inactive; STEP block: -5

Results for COC(=O)c1ccccc1C(=O)N1CCCC(C(=O)c2cc(F)ccc2F)C1 (configuration not stated) ?
Scp1 inh: 1; LMPTP inh: -0.9; CSN inh: -1; DNMT1 inh: 1; MsrA inh: 1.4; SUMO1 PPI mod: 4; TbMetRS inhib: 0.1; NadD block: -4; Rpn11 inh: inactive; STEP block: 0

What do the screens show for `COc1ccc(C(=O)COC(=O)c2sc(C)nc2C)cc1Cl`?
Scp1 inh: -5; LMPTP inh: 0.6; CSN inh: 6; DNMT1 inh: -16; MsrA inh: 0.0; SUMO1 PPI mod: 4; TbMetRS inhib: 0.2; NadD block: 4; Rpn11 inh: inactive; STEP block: -2

How did O=C(Nc1cc(C(F)(F)F)ccc1Cl)c1cc(C2CC2)on1 do in these assays?
Scp1 inh: -6; LMPTP inh: 0.5; CSN inh: -4; DNMT1 inh: 2; MsrA inh: -0.5; SUMO1 PPI mod: -3; TbMetRS inhib: 0.1; NadD block: -9; Rpn11 inh: inactive; STEP block: 1

What do the screens show for `CCOC(=O)[C@]12CCC=C1N(Cc1ccco1)C(=O)[C@H](CC(=O)NCC13CC4CC(CC(C4)C1)C3)C2`?
LMPTP inh: 1.3; CSN inh: 5; MsrA inh: -1.6; SUMO1 PPI mod: 6; TbMetRS inhib: 0.0; NadD block: 14

How did O=C(Nc1ccc(N2CCOCC2)cc1)c1ccc([N+](=O)[O-])o1 do in these assays?
Scp1 inh: -15; LMPTP inh: -0.7; CSN inh: -4; DNMT1 inh: -6; MsrA inh: 1.8; SUMO1 PPI mod: -41; TbMetRS inhib: -0.3; NadD block: -2; Rpn11 inh: inactive; STEP block: 0

Results for CCCC(=O)Nc1nnc(-c2cccc(OCC)c2)s1 ?
Scp1 inh: 1; LMPTP inh: 0.7; CSN inh: 0; DNMT1 inh: 9; MsrA inh: 0.4; SUMO1 PPI mod: 25; TbMetRS inhib: -0.1; NadD block: -4; Rpn11 inh: inactive; STEP block: -1

How did CC(C)CNC(=O)c1c2c(nc3ccccc13)-c1ccccc1CC2 do in these assays?
Scp1 inh: -5; LMPTP inh: -1.4; CSN inh: -5; DNMT1 inh: -2; MsrA inh: 0.0; SUMO1 PPI mod: 3; TbMetRS inhib: -0.1; NadD block: 1; Rpn11 inh: inactive; STEP block: 2

How did Cc1cc(C)cc(NC(=O)c2ccc(S(=O)(=O)N(C)CC3CCCO3)cc2)c1 (configuration not stated) do in these assays?
Scp1 inh: -14; LMPTP inh: -0.3; CSN inh: -1; DNMT1 inh: -2; MsrA inh: 0.5; SUMO1 PPI mod: 2; TbMetRS inhib: -0.1; NadD block: -4; Rpn11 inh: inactive; STEP block: 4

Results for O=C(Nc1ccc(N2CCN(C(=O)c3cccs3)CC2)cc1)c1ccccc1F ?
Scp1 inh: -5; LMPTP inh: -1.1; CSN inh: -2; DNMT1 inh: -1; MsrA inh: -1.0; SUMO1 PPI mod: 6; TbMetRS inhib: -0.8; NadD block: -1; Rpn11 inh: inactive; STEP block: 1

Arranged by length of the SMILES (lowest first): some entries from above
How did CC(C)CNC(=O)c1c2c(nc3ccccc13)-c1ccccc1CC2 do in these assays?
Scp1 inh: -5; LMPTP inh: -1.4; CSN inh: -5; DNMT1 inh: -2; MsrA inh: 0.0; SUMO1 PPI mod: 3; TbMetRS inhib: -0.1; NadD block: 1; Rpn11 inh: inactive; STEP block: 2

Results for O=C(Nc1ccc(N2CCN(C(=O)c3cccs3)CC2)cc1)c1ccccc1F ?
Scp1 inh: -5; LMPTP inh: -1.1; CSN inh: -2; DNMT1 inh: -1; MsrA inh: -1.0; SUMO1 PPI mod: 6; TbMetRS inhib: -0.8; NadD block: -1; Rpn11 inh: inactive; STEP block: 1

How did Cc1cc(C)cc(NC(=O)c2ccc(S(=O)(=O)N(C)CC3CCCO3)cc2)c1 (configuration not stated) do in these assays?
Scp1 inh: -14; LMPTP inh: -0.3; CSN inh: -1; DNMT1 inh: -2; MsrA inh: 0.5; SUMO1 PPI mod: 2; TbMetRS inhib: -0.1; NadD block: -4; Rpn11 inh: inactive; STEP block: 4
